AI-2 QS modul – modulates the Vibrio harveyi AI-2 quorum sensing system; Vibrio harveyi JMH597 AI-2 luminescence/OD600 ratio, 9 h; active compounds read low; strain lacks LuxN and CqsS sensors; 0 = neutral-control median; activity change, % at 7.5 µM; 300,000 compounds, 0.4% hits; in the data active means activity change below about -75%, passing the limit was not always enough; inconclusive means no clear call, values can overlap the other calls;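 further: luminescence divided by OD600 gain over 9 h not by final OD600 alone; inactives centre near 13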
aSyn UTR inh – 5' untranslated region of α-synuclein, MLPCN primary screen. inhibition, % (tested at 7.5 µM). 300,000 compounds, 0.82% hits. alpha-synuclein 5'UTR reporter, inhibitor activity. AID 1813; in the data active means inhibition above about 60%; inconclusive means no clear call, values can overlap the other calls;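 further: H4 neuroglioblastoma cells stably carrying SNCA 5'UTR luciferase fusion; 0% = DMSO wells and 100% = positive control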
HSF1 activator – increases HSF-1 driven luciferase reporter signal | NIH3T3-HGL HSF-1 luciferase reporter, MG132, 8 h; 100% = twice DMSO control signal | activation, % at 9 µM | 300,000 compounds, 1.7% hits;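 active means mean replicate activation of at least 50% with a set share of replicates each reaching 50%; inconclusive means only one of those two conditions met; inactive means mean below 50% and too few replicates reaching it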;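 further: 0% = median of the neutral control wells and 100% = twice that signal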
GSK3beta inhib – inhibitors of human GSK3beta kinase; P49841; GST-GSK3beta kinase, ADP-Glo luminescence, 60 min; active compounds read low; activity score (negative = inhibition), % at 10 µM; 300,000 compounds, 0.038% hits;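 active means more than half of replicate wells score below -50%, meaning over 50% inhibition versus plate controls; inconclusive means some replicates but at most half score below -50%; inactive means no replicate scores below -50%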;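 further: 0% = median DMSO wells and -100% = median GW8510 positive control wells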
Target sequence (P49841 whole entry, looked up): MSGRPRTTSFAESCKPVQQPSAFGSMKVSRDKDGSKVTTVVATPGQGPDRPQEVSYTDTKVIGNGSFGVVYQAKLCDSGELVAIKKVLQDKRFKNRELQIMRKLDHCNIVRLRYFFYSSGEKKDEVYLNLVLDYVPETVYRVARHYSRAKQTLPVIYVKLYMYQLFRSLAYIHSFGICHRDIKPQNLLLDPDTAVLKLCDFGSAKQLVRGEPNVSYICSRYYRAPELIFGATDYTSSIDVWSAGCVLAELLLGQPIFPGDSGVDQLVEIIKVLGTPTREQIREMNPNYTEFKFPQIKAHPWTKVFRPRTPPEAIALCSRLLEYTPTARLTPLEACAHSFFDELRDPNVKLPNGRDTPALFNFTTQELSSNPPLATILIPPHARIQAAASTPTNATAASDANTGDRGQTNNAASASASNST
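Assay system: GST-tagged human GSK3beta kinase, cell-free; Input: 1.6 ng GSK3beta; Medium: Tris/MgCl2 kinase buffer; Timing: 60 min enzyme reaction, room temperature; Signal: ADP-Glo luminescence quantifying ADP generated by kinase; Evaluation: score relative to plate controls; Benchmarks: DMSO neutral wells and GW8510 at 20 µM as positive.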
GSK3A inh – human GSK-3 alpha kinase inhibition; P49840; inhibition, % at 10 µM; 320,000 compounds, 0.1% hits; ADP-Glo luminescence, 60 min;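 in the data active means inhibition above about 50%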;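 further: GST-tagged GSK-3 alpha with peptide substrate and 25 µM ATP; 0% = DMSO neutral wells and 100% = GW8510 positive control wells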
Target sequence (P49840 whole entry, looked up): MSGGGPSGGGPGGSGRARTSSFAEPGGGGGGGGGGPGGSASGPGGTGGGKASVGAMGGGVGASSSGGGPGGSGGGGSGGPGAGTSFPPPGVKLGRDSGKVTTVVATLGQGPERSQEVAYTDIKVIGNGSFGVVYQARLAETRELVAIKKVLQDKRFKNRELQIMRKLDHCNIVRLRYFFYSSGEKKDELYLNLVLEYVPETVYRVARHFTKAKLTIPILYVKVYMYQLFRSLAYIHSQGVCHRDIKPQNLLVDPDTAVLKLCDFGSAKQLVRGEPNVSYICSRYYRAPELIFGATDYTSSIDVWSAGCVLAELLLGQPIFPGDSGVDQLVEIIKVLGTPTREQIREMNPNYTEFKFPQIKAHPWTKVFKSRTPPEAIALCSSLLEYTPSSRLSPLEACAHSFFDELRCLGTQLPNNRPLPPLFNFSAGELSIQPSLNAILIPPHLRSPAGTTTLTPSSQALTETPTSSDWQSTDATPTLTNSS
KLF5 inhibitor – suppresses KLF5 promoter-driven expression | DLD-1 KLF5 promoter-luciferase reporter, luminescence | inhibition, % at 5 µM | 290,000 compounds, 0.23% hits;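 active means inhibition above a per-plate limit of that plate's mean compound inhibition plus 3 SD, cut at about 60% in these data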;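 further: 0% = DMSO wells and 100% = LY294002 at 200 µM; higher means less KLF5 promoter-driven luciferase light; inactives centre near -14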
IEC-6 tox – IEC-6 cytotoxicity, counter-screen for KLF5 inhibitors; 290,000 compounds, 0.78% hits; inhibition, % at 5 µM; AID 1825; luminescence viability; in the data active means inhibition above about 22%;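 further: 0% = plate median of test compound wells and 100% = cytotoxic reference compound wells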
HIF activator – HIF pathway transcriptional activation. U2OS HRE-luciferase reporter, luminescence; normalized: DMSO 0%, desferrioxamine 100%. activation, % at 7.5 µM (by protocol). 300,000 compounds, 0.32% hits. AID 1910;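 active means mean activation of at least 10% of the iron chelator positive control signal, with at least half of replicates also reaching 10%; inconclusive means mean and replicate majority disagree about reaching 10%; inactive means mean and most replicates under 10%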
HSP90 refold inh – inhibitors of HSP90 luciferase refolding in rabbit reticulocyte lysate; luciferase refolding luminescence, 3 h; inhibition, % at 5.6 µM; 290,000 compounds, 0.91% hits; AID 1789;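 active means inhibition above the screen-wide mean plus 3 SD, computed separately per campaign, cut at about 16% in these data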;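 further: 0% = DMSO wells and 100% = 60 µM geldanamycin wells; inhibitors lower the luminescence because luciferase stays unfolded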
HSF1 inh – HSF1 inhibition; NIH3T3-HGL HSE-luciferase, MG132-induced, luminescence 8 h; active compounds read low; activity change, negative = inhibition, % at 7.5 µM (by protocol); 300,000 compounds, 0.77% hits; AID 2098;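 active means more than half of replicate wells show activity change below -50%, luminescence cut by over half; inconclusive means some wells, but at most half, below -50%; inactive means no replicate well below -50%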;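 further: luciferase reports HSF-1 transcriptional activity via heat shock element; 0% = median of DMSO wells and -100% = zero luminescence signal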
* hit, by the source's call; ? = inconclusive; . = not tested or not shown.

SMILES	AI-2 QS modul	aSyn UTR inh	HSF1 activator	GSK3beta inhib	GSK3A inh	KLF5 inhibitor	IEC-6 tox	HIF activator	HSP90 refold inh	HSF1 inh
O=c1cc(-c2ccccc2)[nH]c2[nH]n(-c3ccccc3)c(=O)c12	11	-1	-1	-3	-1	-20	-2	0.3	-1	-1
Cc1cccc(NC(NC(=O)c2ccccc2[N+](=O)[O-])C(Cl)(Cl)Cl)c1 (stereo unspecified)	1	10	1	1	-1	-8	-1	-0.1	-2	0
O=C1Nc2ccccc2OC1CC(=O)N1CCOCC1 (stereo unspecified)	9	11	-1	5	-3	-36	-6	.	-1	-1
c1cc(Nc2ncnc3sc4c(c23)CCC4)ccn1	12	0	0	2	1	-1	1	0.5	0	-9
CCn1c(COc2cccc(C)c2)nnc1SCC(=O)Nc1cccc(C(=O)OC)c1	10	11	18	1	-1	-13	-2	-0.2	1	5
Cc1ccccc1C(=O)NCC(=O)OCCOc1ccc(C(C)C)c(C)c1	?	-25	-15	3	-6	.	.	0.1	.	-5
COc1ccc(C)cc1NC(=O)N1CCC(CO)(CC2CCCCO2)CC1 (stereo unspecified)	13	12	-5	0	.	-19	-6	0.0	2	-4
CCc1ccc(NC(=O)c2ccc3nc(N)sc3c2)cc1	-17	-131	24	9	-2	-85	1	2.9	0	9
COc1ccccc1/C=C(\NC(=O)c1ccc(OC)c(OC)c1)C(=O)Nc1cc([N+](=O)[O-])ccc1C	14	19	28	-5	1	-19	2	-0.4	0	2
CC(C)CCN=CC1=C(O)CC(c2ccccc2)CC1=O (stereo unspecified)	-6	-26	67*	-1	-2	-10	-5	0.2	-3	28
CCC(C)NC(=O)CNC(=S)N(Cc1ccccc1F)C1CCCCC1 (stereo unspecified)	20	23	12	0	1	-6	-5	0.2	-2	-5
O=C(O)c1cc([N+](=O)[O-])ccc1C(=O)Nc1ccccc1	25	12	-13	2	-1	-4	6	1.9	3	-15
Cc1ccc(N(C(=O)CCC(=O)Nc2nccs2)C(C(=O)NC(C)(C)C)c2ccc(O)cc2)cc1 (stereo unspecified)	10	13	7	2	2	-14	-4	-0.9	-4	3
CCCCSc1nc2c(c(=O)n1CC)SC(C)C2 (stereo unspecified)	7	27	-16	-4	-2	-18	3	0.2	-1	-5
O=C(Cc1c[nH]c2ccccc12)Nc1nnc(C2CC2)s1	23	32	-6	1	.	10	12	0.1	-2	-3
CCOC(=O)NC1c2ccccc2Oc2ccccc21	14	22	11	-2	8	-13	1	-1.0	2	2
CCN(CC(=O)Nc1ccc(C)c(S(=O)(=O)N2CCOCC2)c1)Cc1ccccc1	41	-8	15	0	-4	.	.	-0.3	.	5
CCOc1ccccc1N1CCN(C2=C(NS(=O)(=O)c3cccs3)C(=O)c3ccccc3C2=O)CC1	24	33	44	1	1	-29	15	0.1	4	22
CCc1cccc(CC)c1NC(=O)COn1nnc2ccc(C(F)(F)F)cc21	-6	-11	9	1	1	-31	4	0.4	-1	-5
CCNC(=S)NNC(=O)CCn1c2ccccc2c2ccccc21	18	28	-16	2	-1	1	4	2.3	2	5
Nc1n[nH]c(-c2ccccc2)n1	1	-36	-5	-8	-3	-19	0	0.3	0	-13
O=C1C2C3C=CC(O3)C2C(=O)N1CC(O)c1ccccc1 (stereo unspecified)	0	-9	-1	3	2	0	2	0.0	0	-1
CC(=O)c1ccc(N2CCN(C(=O)c3cc(-c4ccc5c(c4)OCO5)nc4ccccc34)CC2)cc1	26	-44	3	1	2	-39	2	0.9	7	3
O=S(=O)(Nc1ccc(O)c(Sc2nc3ccccc3s2)c1)c1ccc(F)cc1	46	36	6	-22	-1	-2	-5	0.2	-5	-1
Cc1cc(Br)ccc1NC(=O)c1cnc(N2CCN(c3ccccn3)CC2)c2ccccc12	13	39	-2	-4	-1	-23	-4	-1.0	-3	-5
COc1ccc(/C=C2\SC(=O)N(CCC(=O)Nc3ccccc3)C2=O)cc1OC	-5	82*	-37	6	-1	12	4	0.1	-2	-29
CC(=O)Nc1cccc(C(=O)OC(C(=O)c2ccc(C)c(C)c2)c2ccccc2)c1 (stereo unspecified)	11	25	9	-2	-4	-2	4	-0.5	3	4
Cc1cccc2cc(CN(Cc3cccs3)Cc3nnnn3Cc3ccccc3)c(=O)[nH]c12	6	20	0	0	-2	-20	-2	0.3	-2	4
CNc1nc(Cl)c(SC)c(NCc2cccc(OC)c2)n1	15	12	3	3	1	6	4	0.5	1	6
COCCNC(=O)/C(C#N)=C/c1ccc(-c2ccc(S(=O)(=O)N3CCOCC3)cc2)o1	24	-6	9	5	-4	5	2	0.1	-1	4
c1cnc2ccc(C(c3nnnn3C3CCCCC3)N3CCN4CCCC4C3)cc2c1 (stereo unspecified)	30	-5	21	3	-8	-5	3	0.3	5	1
CCN(CC)c1nc(OCCNC(=O)Nc2ccccc2)nc(N(CC)CC)n1	19	10	14	0	1	-49	1	-0.4	1	7
COc1ccc(CN2CCN(S(=O)(=O)c3ccccc3)CC2)cc1Br	33	43	-69	6	1	-9	-2	0.0	-1	-61*
C=CCNC(=O)COc1cc(C)cc(C)c1C	8	15	-4	4	0	-23	2	-0.1	-1	-4
CCCN1CCN(C(=S)Nc2sc(CC)cc2C(=O)OC)CC1	-9	.	.	-4	-1	-21	3	.	-6	.
CCC(C)C(NC(=O)c1ccccc1NC(=O)c1ccco1)C(=O)O (stereo unspecified)	5	-1	-4	1	0	-27	6	0.1	0	1
O=C(/C=C/c1ccco1)OCn1nnc2ccccc2c1=O	11	-2	-8	-2	1	5	-8	-1.0	-6	7
CCC(Cc1ccccc1)NS(=O)(=O)c1ccc2c(c1)NC(=O)C(C)S2 (stereo unspecified)	20	23	25	2	-2	-5	3	-0.3	3	8
COc1ccc(CC(NC(C)=O)C(=O)NC2CCN(c3c4c(nc5ncnn35)CCC4)CC2)cc1OC (stereo unspecified)	.	.	.	.	1	-3	-2	.	4	.
Cc1cc(NN)nc2ccc(Cl)cc12	-9	-14	11	-1	1	-5	5	0.6	-1	-11
COc1ccc(/C=N/NC(=O)CSc2ccccc2)cc1OC	25	14	8	-4	-4	-17	3	0.1	6	-5
COc1ccc(/C=C/C(=O)NCc2cnn(C)c2C)cc1COc1ccc(Br)cc1	24	16	7	5	-5	0	2	0.4	0	16
CCC(=O)Nc1cc(C)c(OC)c(C)c1	26	17	4	-2	-2	-6	-4	0.0	-2	-10
CCOC(=O)N1CCN(C(=O)C(c2ccccc2)c2ccccc2)CC1	33	4	4	-1	3	-26	1	0.0	0	1

Some entries already given, limited to HSP90 refold inh and IEC-6 tox:
molecule | HSP90 refold inh | IEC-6 tox
COc1ccc(C)cc1NC(=O)N1CCC(CO)(CC2CCCCO2)CC1 (stereo unspecified) | 2 | -6
COc1ccc(/C=N/NC(=O)CSc2ccccc2)cc1OC | 6 | 3
CCC(C)NC(=O)CNC(=S)N(Cc1ccccc1F)C1CCCCC1 (stereo unspecified) | -2 | -5

Sorted by molar mass (falling): some entries from above
SMILES	AI-2 QS modul	aSyn UTR inh	HSF1 activator	GSK3beta inhib	GSK3A inh	KLF5 inhibitor	IEC-6 tox	HIF activator	HSP90 refold inh	HSF1 inh
COc1ccc(/C=C/C(=O)NCc2cnn(C)c2C)cc1COc1ccc(Br)cc1	24	16	7	5	-5	0	2	0.4	0	16
COCCNC(=O)/C(C#N)=C/c1ccc(-c2ccc(S(=O)(=O)N3CCOCC3)cc2)o1	24	-6	9	5	-4	5	2	0.1	-1	4
COc1ccc(CN2CCN(S(=O)(=O)c3ccccc3)CC2)cc1Br	33	43	-69	6	1	-9	-2	0.0	-1	-61*
c1cnc2ccc(C(c3nnnn3C3CCCCC3)N3CCN4CCCC4C3)cc2c1 (stereo unspecified)	30	-5	21	3	-8	-5	3	0.3	5	1
COc1ccc(/C=C2\SC(=O)N(CCC(=O)Nc3ccccc3)C2=O)cc1OC	-5	82*	-37	6	-1	12	4	0.1	-2	-29
CC(=O)Nc1cccc(C(=O)OC(C(=O)c2ccc(C)c(C)c2)c2ccccc2)c1 (stereo unspecified)	11	25	9	-2	-4	-2	4	-0.5	3	4
CCC(Cc1ccccc1)NS(=O)(=O)c1ccc2c(c1)NC(=O)C(C)S2 (stereo unspecified)	20	23	25	2	-2	-5	3	-0.3	3	8
CCCN1CCN(C(=S)Nc2sc(CC)cc2C(=O)OC)CC1	-9	.	.	-4	-1	-21	3	.	-6	.
CCOC(=O)N1CCN(C(=O)C(c2ccccc2)c2ccccc2)CC1	33	4	4	-1	3	-26	1	0.0	0	1
CCC(C)C(NC(=O)c1ccccc1NC(=O)c1ccco1)C(=O)O (stereo unspecified)	5	-1	-4	1	0	-27	6	0.1	0	1
COc1ccc(/C=N/NC(=O)CSc2ccccc2)cc1OC	25	14	8	-4	-4	-17	3	0.1	6	-5
CNc1nc(Cl)c(SC)c(NCc2cccc(OC)c2)n1	15	12	3	3	1	6	4	0.5	1	6
O=C(/C=C/c1ccco1)OCn1nnc2ccccc2c1=O	11	-2	-8	-2	1	5	-8	-1.0	-6	7
C=CCNC(=O)COc1cc(C)cc(C)c1C	8	15	-4	4	0	-23	2	-0.1	-1	-4
Cc1cc(NN)nc2ccc(Cl)cc12	-9	-14	11	-1	1	-5	5	0.6	-1	-11
CCC(=O)Nc1cc(C)c(OC)c(C)c1	26	17	4	-2	-2	-6	-4	0.0	-2	-10

Hits appear at their usual frequency; overall some 4.7% were active at least once.
